PMI act hi M6P – PMI (human) activation, high substrate | activation factor at 20 µM | AID 1216 | coupled PMI enzyme assay, resazurin fluorescence, 20 min; active compounds read high; 1 = untreated enzyme, 0 = substrate-free blank | P34949 | 190,000 compounds, 0.34% hits;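 active means activation factor of 2 or more at 20 µM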
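Technique: Diaphorase-driven resazurin-to-resorufin fluorescence, excitation 544, emission 590 nm | Assay system: Human PMI in coupled enzyme assay | Times: Enzyme reaction with compound 20 min at room temperature | Medium: HEPES-buffered pH 7.4 with magnesium and detergent | Reagent: Mannose-6-phosphate 1.0 mM (near-saturating) plus 0.22 mM NADP+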
S1P3 antag – S1P3 (human) receptor antagonism. Q99500. CHO S1P3 NFAT-BLA reporter, FRET fluorescence, antagonist mode. inhibition, % at 4.98 µM. 170,000 compounds, 0.27% hits. AID 485;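 active means inhibition above the plate cutoff, the mean inhibition of test wells on that plate plus 3 SD, cut at about 28% in these data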;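 further: cells challenged with S1P at its EC80 of 0.8 µM; blue over green emission ratio from cleaved BLA substrate after 4 h stimulation; 0% = S1P-stimulated wells and 100% = unstimulated DMSO-only wells; some compounds past the cut are filed as inactive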
Target sequence (Q99500 whole entry, looked up): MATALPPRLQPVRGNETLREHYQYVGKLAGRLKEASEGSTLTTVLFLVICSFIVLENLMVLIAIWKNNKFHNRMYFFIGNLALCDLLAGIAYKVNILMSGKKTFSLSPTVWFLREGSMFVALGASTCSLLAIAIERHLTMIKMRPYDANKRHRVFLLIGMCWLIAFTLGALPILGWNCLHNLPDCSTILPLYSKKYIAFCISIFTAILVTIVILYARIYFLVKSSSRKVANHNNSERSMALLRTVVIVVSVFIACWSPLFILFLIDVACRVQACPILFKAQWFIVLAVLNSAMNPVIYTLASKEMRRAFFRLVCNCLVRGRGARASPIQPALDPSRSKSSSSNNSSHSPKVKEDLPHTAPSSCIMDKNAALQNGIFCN
Hsp70 act – switches on Hsp70 transcription. HeLa Hsp70 promoter luciferase reporter, luminescence; scaled: vehicle 0, proteasome-inhibitor control 100%. activation, % at 10 µM. 200,000 compounds, 0.04% hits. AID 1203;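 active means activation above the mean across all tested compounds plus 3 SD, cutoff set per campaign, cut at about 5.5% in these data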;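 further: 100% = MG132 at 30 µM as the positive control and 0% = DMSO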
TNAP inh hi DEA – TNAP (human) inhibition, high acceptor. inhibition, % at 20 µM. purified TNAP, CDP-star luminescence, 1 M DEA. 200,000 compounds, 0.03% hits. P05186. AID 1135;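 active means over 50% inhibition of tissue-nonspecific alkaline phosphatase at 20 µM in the single-dose screen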;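 further: plate controls were DMSO wells for no effect and EDTA-quenched wells as full inhibition for full effect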
Target sequence (P05186 whole entry, looked up): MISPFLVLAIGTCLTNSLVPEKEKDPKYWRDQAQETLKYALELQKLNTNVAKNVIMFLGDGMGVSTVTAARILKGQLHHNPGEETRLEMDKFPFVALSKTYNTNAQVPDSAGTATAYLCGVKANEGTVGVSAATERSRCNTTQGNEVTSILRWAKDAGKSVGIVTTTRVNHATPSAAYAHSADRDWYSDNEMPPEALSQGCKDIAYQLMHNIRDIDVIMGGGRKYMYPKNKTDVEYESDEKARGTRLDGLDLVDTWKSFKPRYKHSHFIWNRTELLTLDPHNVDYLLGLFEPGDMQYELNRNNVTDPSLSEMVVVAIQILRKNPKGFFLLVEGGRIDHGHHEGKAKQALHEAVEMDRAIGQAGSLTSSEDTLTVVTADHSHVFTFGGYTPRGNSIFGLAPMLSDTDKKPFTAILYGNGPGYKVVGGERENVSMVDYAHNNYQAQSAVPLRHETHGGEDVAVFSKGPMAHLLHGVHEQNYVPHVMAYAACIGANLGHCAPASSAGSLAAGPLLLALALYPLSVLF
TNAP inh no acc – inhibitors of human TNAP without phosphate acceptor; P05186; purified TNAP, CDP-star luminescence, 30 min; inhibition, % at 20 µM; 200,000 compounds, 0.26% hits; AID 1012;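 active means tissue-nonspecific alkaline phosphatase inhibition above about 50% at 20 µM in the single-dose screen, limit read from the data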;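 further: 0% = DMSO negative control and 100% = EDTA positive control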
RAM network inh – inhibitors of the yeast RAM network. AID 868. inhibition, % at 50 µM. 190,000 compounds, 1.8% hits. S. cerevisiae dse1pr::URA3 reporter, 5-FOA growth OD615, 2 d; analog-sensitive cbk1-as2 kinase mutant strain;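 active means inhibition above a set limit, 3 SD over mean compound inhibition, cut at about 8.4% in these data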;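 further: 0% = DMSO-only wells with no growth and 100% = 10 µM 1-NA-PP1 full growth; inhibition rescues growth on 5-FOA so higher OD means more RAM inhibition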
DTT redox prof – compounds producing H2O2 with reducing agent – biochemical, NIH compound library profiling, artefact control for MLSCN library redox annotation, primary screen | 200,000 compounds, 0.03% hits | DTT-dependent redox cycling H2O2, phenol red/HRP absorbance; 100% = 100 µM peroxide control, 0% = buffer | activation, % at 10 µM;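 active means activation of at least 50% relative to the plate's high and low controls in the primary single-dose screen; inactive means activation below 50%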;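 further: compound incubated with DTT at 0.8 mM final as the reducing agent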
Lmaj promast – inhibitors of Leishmania major promastigote growth; Leishmania major promastigotes, resazurin fluorescence viability; inhibition, % at 10 µM; 200,000 compounds, 9% hits; in the data active means inhibition above about 50%;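 further: promastigotes grown with compound for 44 hours at 28 °C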
PMI activator – phosphomannose isomerase (human) activation. 190,000 compounds, 0.005% hits. activation factor at 20 µM. P34949. purified human PMI, coupled resazurin fluorescence, 20 min; active compounds read high; 1 = vehicle control, 0 substrate-free wells. AID 1214;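 active means activation factor of 2 or more at 20 µM, relative to plate controls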
HMGR II inh – E. faecalis class II HMG-CoA reductase inhibition; 190,000 compounds, 0.41% hits; purified E. faecalis HMGR, NADPH absorbance 340 nm kinetic; inhibition, % at 10 µM;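 active means inhibition above a set limit, the median over all tested compounds plus 3 SD, cut at about 9.5% in these data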;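 further: enzyme runs in reverse so mevalonate oxidation gives rising NADPH absorbance; 0% = complete reaction with DMSO and 100% = background rate lacking mevalonate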
Numbers without * were called inactive; x = no result given. Some of the compounds tested (hit frequency here may not be typical).

SMILES	PMI act hi M6P	S1P3 antag	Hsp70 act	TNAP inh hi DEA	TNAP inh no acc	RAM network inh	DTT redox prof	Lmaj promast	PMI activator	HMGR II inh
Cc1ccc(N2C(=O)NC(=O)/C(=C\c3ccsc3)C2=O)cc1C	1.2	-39	-0.5	-1	-12	-1.5	0.2	-4	1	-1
O=C1C=Cc2ccccc2C1=O	0.2	-4	-0.3	3	-2	-1.2	1.7	-10	0.2	-5
Cc1nn(C2CCOC(C)(C)C2)c2c1C(c1ccc(OC(C)C)cc1)SCC(=O)N2 (centres undefined)	1.1	x	0.0	-3	-14	-0.9	1.8	6	1	-5
CCN1CCN(c2ccc(N)cc2C)CC1	0.7	3	0.2	-3	-10	3.0	-0.3	0	0.9	-6
COc1ccc(C(=O)CN2CCCCC2)cc1	1.1	-9	-0.2	-2	-2	0.7	-0.9	-1	1.2	-3
COCCOC(=O)c1c(C)n(C)c2ccc(OC(=O)N(C)C)cc12	1.1	x	0.0	2	-13	1.1	0.0	3	1.1	-5
CCC(=NCCOc1ccc(Cl)cc1)c1c(O)n(C)c(=O)n(C)c1=O	1	x	0.3	-4	-2	1.1	1.0	-10	1	0
Cc1ccc2c(c1)N(CCC(=O)N1CCC3(CC1)OCCO3)C(=O)CO2	0.9	-12	-0.4	-6	-16	0.0	-4.3	0	0.9	0
O=C(C(=O)N1CCC2(CC1)OCCO2)c1c[nH]c2ccccc12	1	8	0.3	6	-1	2.8	-1.7	-2	1	-5
CCCCNC(=O)c1c(N)n(CCCOC)c2nc3ccccc3nc12	0.6	x	-0.1	-3	-8	-2.0	-2.8	19	0.6	-4
CSc1ccc(CNC(C)C(O)c2ccccc2)cc1 (centres undefined)	1	1	-0.3	-2	-6	1.4	-0.6	84*	1	-5
CC(C)Oc1cccc(C(=O)C2CCCN(C3CCOCC3)C2)c1 (centres undefined)	1	-8	-0.4	-6	-7	-1.0	-0.2	93*	1	0
O=C(c1cc(S(=O)(=O)N2CCOCC2)ccc1F)N1CCC2(CC1)OCCO2	1	-13	-0.2	2	-6	2.0	-0.8	-7	1	-5
CC(=O)c1ccc(-c2ccccc2)cc1	0.9	-23	-0.2	1	-12	1.4	-0.6	-3	0.9	-5
CC(=O)OC1N=C(c2ccccc2)c2cc(Br)ccc2N(C)C1=O (centres undefined)	1.1	x	0.1	0	7	3.1	1.6	-4	1	4
CC(C(=O)c1ccccc1)N1C(=O)c2ccccc2C1=O (centres undefined)	1	-7	0.0	-2	-13	0.4	0.2	75*	1	3
O=c1[nH]c2ccccc2n1CCCN1CCC(n2c(=O)[nH]c3cc(Cl)ccc32)CC1	1.1	2	0.1	10	70*	1.0	0.6	16	1.1	1
Cc1ccc(S(=O)(=O)N2CCC(C(=O)N3CCC4(CC3)OCCO4)CC2)cc1	1.1	3	-0.5	-6	3	0.0	-0.1	-2	1.1	2
CCOP(=O)(C#CC(C)(C)C)C1(O)CCCCC1 (centres undefined)	1	-15	-0.3	-3	-11	1.3	0.1	-9	1	0
COc1ccc(C2NCCc3[nH]cnc32)cc1 (centres undefined)	1	-8	0.4	-1	1	0.8	-0.4	-6	1	-1
O=C(c1csc2c1CCCCC2)N1CCC2(CC1)OCCO2	1	-20	-0.1	-3	1	-0.7	1.5	-2	1	0
O=C1NC(=O)N(c2cccc(Br)c2)C(=O)/C1=C/c1ccsc1	1.7	0	-0.2	-4	-7	0.1	-0.2	-3	1.7	-1
CN1CCN(CCOC2c3ccccc3CSc3ccc(Cl)cc32)CC1 (centres undefined)	1	15	2.0	-4	-4	0.9	-0.4	99*	1	-9
COC(=O)C1=Nc2ccccc2/C1=C\c1c(O)n(-c2ccc(Br)cc2)c(=O)[nH]c1=O	1.2	-6	-0.1	0	36	1.5	-0.3	67*	1.2	0
COc1cccc(N2C(=O)NC(=O)/C(=C\c3ccc([N+](=O)[O-])s3)C2=O)c1	1.5	2	-0.5	13	2	-1.0	8.0	94*	1.4	-2

Other structures follow:
SMILES	PMI act hi M6P	S1P3 antag	Hsp70 act	TNAP inh hi DEA	TNAP inh no acc	RAM network inh	DTT redox prof	Lmaj promast	PMI activator	HMGR II inh
O=S1(=O)CCN(CCc2c[nH]c3ccccc23)CC1	1.1	-25	5.3	-6	-10	1.7	-1.5	-12	1	-3
CCN(CC)C1=NC(=[N+](CC)CC)c2ccccc21	1.1	x	-0.3	-1	1	0.8	1.4	100*	1.1	-9
COc1ccccc1Cn1c(SCC(=O)C(C)(C)C)nc2cc(C(=O)N3CCC4(CC3)OCCO4)ccc2c1=O	0.9	4	-0.1	-3	-8	11*	0.1	57*	0.9	-3
c1ccc2c(c1)CNc1ccccc1O2	0.8	-53	0.2	-3	-9	-0.4	2.2	3	0.9	2
CCc1nc2ccc(N3CCN(C)CC3)cc2nc1CC	0.9	-1	-0.3	1	2	1.7	-1.9	-6	1	1
CCCCCCn1c(O)c(C=NC2CCCCC2N)c(=O)[nH]c1=O (centres undefined)	0.8	-30	0.1	-1	-10	3.5	1.5	0	0.9	1
Fc1cccc(F)c1CN1CCN(Cc2c(F)cccc2F)CC1	1	3	-0.1	-4	-17	1.0	-14	-3	1	2
CNS(=O)(=O)c1ccc(N=Cc2c(O)n(-c3ccccc3)c(=O)[nH]c2=O)cc1	1.4	-7	-0.4	2	-9	9.4*	-0.2	-7	1.7	-2
CN(C)c1ccc(-[n+]2c(-c3ccccc3)cc(-c3ccccc3)cc2-c2ccccc2)cc1	1.1	3	-0.3	3	4	1.5	0.2	100*	1	-2
Oc1cccc(/C=N/NP(=S)(c2ccccc2)c2ccccc2)c1	0.9	x	-0.2	-4	-4	1.8	0.1	83*	0.9	1
O=C1NC(=O)C(=Cc2ccc(-c3cc(Cl)ccc3[N+](=O)[O-])o2)C(=O)N1	0.8	11	0.0	2	-6	1.2	-0.1	64*	0.9	2
CC(C)c1ccc(-n2c(O)c(/C=N/NC(=O)c3ccncc3)c(=O)[nH]c2=O)cc1	1.1	-5	-0.2	0	-79	-0.2	-0.1	-9	1	-11
CCOC(=O)C1=C(C)OC(N)=C(C(=O)OC)C12C(=O)Nc1ccc(Br)cc12 (centres undefined)	0.8	-18	-0.3	-1	-2	2.4	-0.9	-8	0.9	-2
Cc1ccc2c(c1)=C/C(=C\c1c(O)[nH]c(=O)[nH]c1=O)C(=O)N=2	0.5	-19	-0.5	-2	-6	-0.8	1.0	4	0.3	-7
NCCc1c[nH]c2ccc(F)cc12	1	14	-0.4	-3	-9	x	-0.7	-3	1	x
CC1(C)C(C(=O)NCc2ccco2)C1(C)C	0.9	-56	-0.3	-4	-10	0.5	-0.2	-2	0.9	-15
COc1ccccc1CCNC1C2CC3CC(C2)CC1C3 (centres undefined)	1	-6	-0.4	2	7	0.8	-0.6	17	1	-1
O=C(c1ccc(Cl)cc1)C1CCCN(Cc2cccc3ncccc23)C1 (centres undefined)	0.9	-11	-0.2	-6	0	-0.4	-1.2	81*	0.8	0
Cc1nc2ccccc2c(=O)n1-c1cc(F)ccc1F	1.1	1	-0.1	-3	-4	0.8	-0.4	-3	1.1	1
O=c1c(/C=N/N2CCOCC2)c(O)n(-c2ccccc2)c(=S)n1-c1ccccc1	0.9	-2	0.8	-2	-6	2.0	0.3	-7	1	0
O=C(Nc1ccccc1OC(=O)N1CCCCC1)N1CCCCC1	1.1	-23	-0.3	-2	-11	0.5	1.8	-7	1.1	-6
O=C1NC(=O)N(Cc2cccs2)C(=O)/C1=C/c1ccc(N2CCOCC2)cc1	1	-3	-0.2	-2	-6	2.9	1.0	-9	1	-3
CCCCN1C(=O)/C(=C\c2ccco2)C(=O)N(CCc2ccccc2)C1=O	1.8	x	-0.2	-5	-14	2.2	19	-7	1.3	-1
O=C1C2CCCN2C(c2ccc(Cl)c(Cl)c2)N1c1ccccn1 (centres undefined)	1	15	-0.2	4	-2	0.3	0.7	-6	1	0
O=C(Nc1ccccc1)N1CC2CC(C1)c1cccc(=O)n1C2 (centres undefined)	1	5	0.0	-4	-12	-0.1	-0.2	-6	1.1	-1

The results go on.
SMILES	PMI act hi M6P	S1P3 antag	Hsp70 act	TNAP inh hi DEA	TNAP inh no acc	RAM network inh	DTT redox prof	Lmaj promast	PMI activator	HMGR II inh
COc1cccc(-n2nc(C(=O)N3CCC4(CC3)OCCO4)c3ccccc3c2=O)c1	0.9	-2	-0.5	-6	-8	2.5	-3.3	-5	0.9	-2
OC(c1ccc(F)cc1)(c1ccc(F)cc1)[C@@H]1CCCN1	0.9	x	-0.1	-5	-8	0.8	-7.6	-1	0.9	-1
Cc1ccc(N2C(=O)NC(=O)/C(=C/c3cnn(-c4ccc(C)cc4)c3)C2=O)cc1	1.2	-12	0.0	0	0	6.2	0.4	85*	1.1	0
c1cncc(CNC2=NCCC2)c1	1.1	-16	0.1	-5	-12	0.1	-1.5	-4	1.1	1
Cc1ccc2c(c1)CC1(CN2C)C(=O)NC(=O)N(c2ccc(C)c(C)c2)C1=O (centres undefined)	1.9	-54	-0.4	-5	2	1.2	1.9	-5	1.6	-3
CCC(=O)N1N=C2C3CCN(CC3)C2C1c1ccccc1 (centres undefined)	1.1	x	-0.1	-5	-12	0.7	1.1	0	1.1	-2
O=C(CNC(=O)OCc1ccccc1)Nc1ccc(Br)cc1C(=O)c1ccccc1Cl	1	-4	-0.6	-4	5	3.3	0.2	7	1	-2
Cn1cc(C(=O)N2CCOCC2)c2ccccc21	1	-14	-0.5	-6	-14	2.1	-2.2	-7	1.1	3
O=C1NC(=S)N(c2ccc(Br)cc2)C(=O)/C1=C/N1CCN(C(=O)c2ccco2)CC1	0.7	12	-0.2	3	-1	5.0	0.0	-9	0.7	2
CC(C(=O)c1c[nH]c2ccccc12)N1CCc2ccccc2C1 (centres undefined)	0.9	1	-0.1	-5	8	0.9	0.4	7	1.1	-3
CN(C)c1ccc(P(=S)(N(C)C)N(C)C)cc1	1.1	x	-0.2	-9	-5	1.3	-0.8	4	1.1	-6
CN1CCN(c2ccc(/C=C3\C(=O)NC(=S)N(c4cccc(Br)c4)C3=O)o2)CC1	1	-7	0.0	46	47	1.5	-0.3	27	1	4
Cc1cccc(CN2CCCC(C(=O)c3ccc(C(F)(F)F)cc3)C2)n1 (centres undefined)	1.1	-17	-0.1	-6	-3	0.7	0.3	79*	1	-5
Nc1ccc([As](=O)(O)O)cc1	1	-5	-0.3	-1	-5	0.6	-0.1	-5	1.1	7
Nc1ccccc1C(=O)OCc1ccc([N+](=O)[O-])cc1	0.9	2	0.0	0	-6	2.9	0.0	-6	0.9	-2

Entries from the list above that contain a tert-butyl group:
SMILES	PMI act hi M6P	S1P3 antag	Hsp70 act	TNAP inh hi DEA	TNAP inh no acc	RAM network inh	DTT redox prof	Lmaj promast	PMI activator	HMGR II inh
CCOP(=O)(C#CC(C)(C)C)C1(O)CCCCC1 (centres undefined)	1	-15	-0.3	-3	-11	1.3	0.1	-9	1	0
COc1ccccc1Cn1c(SCC(=O)C(C)(C)C)nc2cc(C(=O)N3CCC4(CC3)OCCO4)ccc2c1=O	0.9	4	-0.1	-3	-8	11*	0.1	57*	0.9	-3
